Jurkat NFkB inh = lowers PMA/ionomycin-induced NF-kB signal in Jurkat cells | PMA/ionomycin-induced NF-kB luciferase reporter, luminescence | inhibition, % at 4 µM | 330,000 tested, 0.53% active; in the data active = inhibition above about 50%
Mdm2-MdmX inh = disrupts the human Mdm2-MdmX interaction; O15151+Q00987; SaOS-2 split-luciferase Mdm2/MdmX complementation, luminescence; inhibition, % at 8 µM; 330,000 tested, 3% active; AID 485346;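 active = inhibition of at least 50% at 8 µM in the primary screen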
Target sequence (O15151 whole entry, looked up): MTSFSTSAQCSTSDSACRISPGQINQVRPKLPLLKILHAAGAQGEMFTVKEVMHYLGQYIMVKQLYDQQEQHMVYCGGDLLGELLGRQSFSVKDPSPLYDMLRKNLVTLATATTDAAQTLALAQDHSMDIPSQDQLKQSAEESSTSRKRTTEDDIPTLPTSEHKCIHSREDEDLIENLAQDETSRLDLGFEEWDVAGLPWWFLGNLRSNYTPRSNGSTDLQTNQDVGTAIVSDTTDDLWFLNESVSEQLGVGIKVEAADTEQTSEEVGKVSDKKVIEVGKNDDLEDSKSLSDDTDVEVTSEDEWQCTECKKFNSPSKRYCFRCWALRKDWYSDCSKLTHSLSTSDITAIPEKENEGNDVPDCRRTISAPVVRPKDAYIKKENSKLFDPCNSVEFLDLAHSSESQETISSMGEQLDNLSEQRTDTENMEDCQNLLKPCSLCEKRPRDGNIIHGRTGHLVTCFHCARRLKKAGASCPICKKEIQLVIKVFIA
Target sequence (Q00987 whole entry, looked up): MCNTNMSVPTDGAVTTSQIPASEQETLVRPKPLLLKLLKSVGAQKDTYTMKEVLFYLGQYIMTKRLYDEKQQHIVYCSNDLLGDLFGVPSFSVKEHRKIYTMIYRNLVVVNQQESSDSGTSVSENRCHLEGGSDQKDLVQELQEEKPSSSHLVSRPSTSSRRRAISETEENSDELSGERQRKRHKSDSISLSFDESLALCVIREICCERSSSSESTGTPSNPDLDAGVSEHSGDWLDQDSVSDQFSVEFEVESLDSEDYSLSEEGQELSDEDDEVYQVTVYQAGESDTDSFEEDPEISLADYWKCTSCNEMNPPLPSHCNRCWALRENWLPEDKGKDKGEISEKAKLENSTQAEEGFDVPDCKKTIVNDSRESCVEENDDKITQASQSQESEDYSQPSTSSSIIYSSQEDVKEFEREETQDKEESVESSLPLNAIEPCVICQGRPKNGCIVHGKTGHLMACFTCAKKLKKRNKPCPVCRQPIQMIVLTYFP
tim23-1 inh = growth inhibitors of tim23-1 mutant yeast; S. cerevisiae tim23-1 growth, BacTiter-Glo luminescence, 24 h; inhibition, % at 20 µM; 330,000 tested, 1.3% active; AID 463212;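 active = growth inhibition of the mutant yeast at or above 50%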;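 note: temperature-sensitive mutant grown at 25 °C; plate controls were DMSO-treated mutant yeast for no effect and medium wells lacking yeast for full effect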
TIM10 inh = inhibits growth of TIM10 yeast strain | 330,000 tested, 1.4% active | inhibition, % at 10 µM | AID 463195 | S. cerevisiae TIM10 strain growth, BacTiter-Glo luminescence, 24 h;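 active = inhibition of 40% or more at the single tested concentration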;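 note: wild-type TIM10 isogenic control strain grown at permissive 25 °C; 0% = DMSO yeast wells and 100% = minimal medium wells without yeast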
tim10-1 inh = tim10-1 yeast growth inhibition. S. cerevisiae tim10-1 ts strain growth, BacTiter-Glo, 24 h. inhibition, % at 20 µM. 330,000 tested, 2.2% active;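 active = inhibition of at least 40%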;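 note: mutant grown at 25 °C; 0% = DMSO wells with yeast and 100% = wells holding no yeast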
697 NFkB inh = lowers PMA/ionomycin-induced NF-kB signal in 697 B cells. 330,000 tested, 0.33% active. 697 B-cell NF-kB luciferase reporter, 16 h. inhibition, % at 4 µM; in the data active = inhibition above about 35%
CHOP UPR activ = activators of apoptotic arm of unfolded protein response (CHOP) | CHO-CHOP luciferase reporter, UPR activation, luminescence; percent of tunicamycin response over DMSO baseline | activation, % at 10 µM | 330,000 tested, 0.34% active | AID 449763;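 active = at 10 µM dose, activation of 40% or more, normalized to positive control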;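 note: 100% = tunicamycin at 10 µg/mL and 0% = DMSO alone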
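System: CHO CHOP reporter cells. Amount: 500 cells per well. Buffer or medium: F12 medium, 10% FBS. Compound dosing: one dose, 10 µM in 0.5% DMSO. Incubation: 6 h compound exposure at 37 °C after overnight seeding. Technique: Steady-Glo luciferase luminescence. Benchmarks: tunicamycin and DMSO controls.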
UPR XBP1 act = adaptive UPR (XBP1) activation; CHO-XBP1 luciferase reporter, IRE1-XBP1 UPR activation, luminescence; percent of tunicamycin response, DMSO as zero; activation, % at 20 µM; 330,000 tested, 0.33% active;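 active = versus positive control, 20 µM dose yields 30% or more activation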;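 note: 100% = tunicamycin at 10 µg/mL and 0% = DMSO only wells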
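Assay system: CHO-XBP1 luciferase reporter cells; Schedule: 6 h treatment, 37 °C; Detection: glow luminescence from Steady-Glo reagent; Benchmarks: high control tunicamycin 10 µg/mL final, low control DMSO vehicle only.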
Starred values were filed as active, the others as inactive.

# | canonical_smiles | Jurkat NFkB inh | Mdm2-MdmX inh | tim23-1 inh | TIM10 inh | tim10-1 inh | 697 NFkB inh | CHOP UPR activ | UPR XBP1 act
1 | Cn1nccc1C(=O)N1CCN(C23CC4CC(CC(C4)C2)C3)CC1 | -4 | 15 | 6 | -5 | -24 | -5 | -0.8 | -3
2 | O=C(CCCCCn1nnc2ccccc2c1=O)N[C@H](C(=O)O)c1ccccc1 | 4 | 12 | -9 | -5 | -2 | 3 | 1.4 | 1
3 | Cc1ccc(C(=O)Nc2ccc(C(=O)N3CCCCC3C)cc2)cc1 (centres undefined) | -4 | 20 | 22 | 13 | 47* | 2 | 0.3 | 1
4 | COc1ccc(-c2nnc(Nc3ccc(OC)c(C(=O)N4CCCCC4)c3)c3ccccc23)cc1 | 26 | 24 | 14 | -10 | 14 | -16 | 2.4 | -1
5 | CC(=O)Cc1nsc(NC(=O)c2ccccc2)n1 | 11 | 21 | 6 | 38 | 18 | -18 | -2.9 | 4
6 | Cn1nc(C(C)(C)C)c([N+](=O)[O-])c1C(=O)N1CCOCC1 | 4 | 23 | -2 | 7 | -12 | -21 | -0.1 | -3
7 | O=C(NCc1ccccc1)C1CCCN(C(=O)c2ccc(F)cc2)C1 (centres undefined) | 8 | 16 | 7 | 0 | -14 | -1 | 0.6 | -3
8 | CCOC(=O)C1(Cc2cccc(OC)c2)CCN(CCO)CC1 | 10 | 8 | -7 | -3 | 3 | 9 | 1.4 | -2
9 | COc1ccc(CCNC(=O)CN2CCC(C(N)=O)CC2)cc1 | 10 | 16 | 1 | -4 | 9 | 4 | 3.8 | 2
10 | O=C(O)c1cccnc1Oc1ccccc1 | 3 | -12 | -6 | -5 | 11 | -14 | -2.7 | -2
11 | C=CCNC(=O)c1c(Cl)cnn1-c1ccc(C)cc1 | -43 | -76 | 15 | 3 | 15 | -78 | 5.1 | 1
12 | Cc1nc(Nc2ccc(C(=O)O)cc2)nc(Nc2ccc(C(=O)O)cc2)c1[N+](=O)[O-] | 14 | -3 | 10 | 7 | 4 | 11 | -1.2 | -4
13 | CCOC(=O)c1cc2c(=O)c3cc(C)ccc3oc2nc1C | -106 | -85 | 16 | -7 | 11 | -125 | 3.0 | -7
14 | O=c1cc(O)c2c(=O)n(Cc3ccccc3)c3ccccc3c2o1 | -13 | -1 | 13 | 8 | -16 | -3 | 0.8 | 1
15 | Cc1ccc(-c2nc(N/N=C/c3cccnc3)c3ccccc3n2)cc1 | -100 | -50 | 84* | 66* | 76* | -104 | 2.0 | 5
16 | O=c1[nH]cccc1-c1nc2ccccc2n1Cc1ccc(Cl)cc1 | 19 | -10 | -2 | 12 | -7 | 10 | 2.0 | 0
17 | COc1ccc(CCNc2nc(-c3ccc(NC(C)=O)cc3)cs2)cc1OC | -4 | 22 | 18 | 8 | 33 | 9 | 0.9 | -1
18 | O=S(=O)(c1ccc(NC(=S)NN=C(C2CC2)C2CC2)cc1)N1CCOCC1 | -1 | -2 | -2 | 13 | 6 | 6 | -1.2 | -2
19 | Cc1c(C)c(C)c2[nH]c(-c3ccc4c(c3)OCO4)nc2c1C | -31 | 17 | 46 | 82* | 26 | -1 | 2.8 | 3
20 | Cc1ccc(CNC(=O)c2cccc3c2C(=O)c2ccc(N4CCCCC4)cc2S3(=O)=O)cc1 | -8 | 24 | 18 | 6 | 8 | -10 | 2.4 | 0
21 | Cc1ccc2c(c1)nnn2C1CCN(C(=O)c2cccs2)CC1 | -1 | -23 | 7 | -11 | 6 | -26 | -1.0 | 0
22 | Cn1c(=O)c2c(nc(SCC(=O)c3ccc(F)cc3)n2C)n(C)c1=O | -5 | 12 | -7 | 12 | 15 | -9 | 0.4 | -4
23 | O=C(COC(=O)CNS(=O)(=O)c1ccccc1)NC12CC3CC(CC(C3)C1)C2 | 3 | -6 | 13 | 4 | 5 | 9 | -2.9 | 1
24 | COc1cccc(NC(=O)CCNC(=O)Cn2ccc3ccccc3c2=O)c1 | -2 | -11 | 6 | -24 | 4 | 11 | 1.3 | 1
25 | Cc1cccc(C)c1NC(=O)C1CCCN1C(=O)OC(C)(C)C (centres undefined) | -2 | 13 | 10 | 8 | 13 | 10 | -0.4 | 1
26 | CCC(=O)Nc1nc2ccccc2n1CCN(C)C | 5 | -30 | 12 | 5 | 9 | -16 | -0.8 | -2
27 | O=c1[nH]c(=S)n(-c2ccc(Br)cc2)c2ncccc12 | 1 | 16 | 26 | 15 | 17 | 8 | -1.7 | -2
28 | CC1CCN(C(=O)C2CCN(S(=O)(=O)c3cnc[nH]3)CC2)CC1 | -1 | 5 | 0 | -7 | 10 | 21 | 1.4 | -2
29 | Cc1cccc(C(=O)N(NC(=O)Oc2ccccc2)C(C)(C)C)c1 | -1 | 2 | 13 | 21 | 19 | -6 | 1.9 | -1
30 | COc1ccc(OC)c(CCNC(=O)CN2C(=O)CCSc3ccccc32)c1 | 1 | -1 | 14 | 16 | 13 | -24 | -1.2 | -3
31 | COc1ccc(-n2cccc2/C=C/[N+](=O)[O-])cc1 | 5 | 8 | 83* | 59* | 62* | -17 | 37 | 0
32 | COc1ccc(CN(CCCN2CCOCC2)C(=O)Nc2ccccc2)cc1OC | -29 | -17 | 14 | -8 | 13 | 9 | 3.5 | 1
33 | COC(=O)c1cccc(C(=O)Oc2cccc(Br)c2)n1 | -2 | 36 | 18 | 16 | 6 | 4 | 1.2 | -2
34 | O=C(CCN1C(=O)/C(=C/c2ccccc2)SC1=S)Nc1cccnc1 | 32 | -5 | 2 | 10 | -4 | 6 | 2.7 | -1
35 | O=C(NC1CSCC1OC(=O)c1ccccc1)c1ccccc1 (centres undefined) | -5 | -17 | -2 | -13 | -2 | 5 | 1.7 | 1
36 | Cc1ccc(CNC(=O)c2cn(C)c(=O)c3c2c2ccccc2n3C)o1 | 3 | 31 | 11 | 32 | 11 | 8 | -3.2 | -1
37 | CCOc1ccc(NC(=O)CN(C)C(=O)c2cccc(S(=O)(=O)N3CCCC3)c2)cc1OCC | 8 | -3 | 11 | -1 | 3 | 10 | 0.8 | -3
38 | CC(C(=O)Nc1ccc2c(c1)OCCO2)N1CCN(C(=O)c2ccco2)CC1 (centres undefined) | 1 | 5 | 3 | 2 | -5 | 10 | -2.5 | -4
39 | Cc1cccc(C2N(c3nccs3)C(=O)C3CCCN32)c1 (centres undefined) | -6 | -7 | -7 | 7 | 11 | -1 | -1.9 | 2
40 | C[N+]12CCCCC1[C@@H](CO)CCC2 (some centres undefined) | 1 | 18 | -8 | -2 | 4 | 16 | 1.4 | -2
41 | CCc1cc2cc(C(=O)Nc3ccccc3F)sc2s1 | -218 | -153 | 8 | 1 | 2 | 2 | 1.8 | 6
42 | CC(=O)[C@@H]1[C@@H]2C(=O)N(c3ccc(F)c(Cl)c3)C(=O)[C@@H]2C2c3ccccc3C=CN21 (some centres undefined) | 2 | 15 | 21 | 10 | 30 | -4 | 1.1 | -3
43 | Cn1c2c(c(=O)n(C)c1=O)[C@@H]1c3c(ccc4ccccc34)OC[C@@H]1CO2 | -10 | -18 | 17 | 1 | 18 | -8 | -2.7 | 3
44 | NC(=O)c1ccc(NC(=O)COc2cccc3c2CCNC3=O)cc1 | -12 | -56 | 2 | 5 | 20 | -15 | 1.6 | -1
45 | O=C(O)c1ccc(N/N=C/c2ccc3c(c2)OCO3)cc1 | 75* | 25 | 30 | 9 | 25 | 29 | -9.2 | -10
46 | CCc1ccc(C(=O)COC(=O)C(Cc2ccccc2)NC(=O)C2CCC(C)CC2)cc1 (centres undefined) | 4 | -35 | 8 | 4 | 0 | 1 | 2.5 | -2
47 | COc1ccc(Sc2ncnc3onc(C)c23)cc1 | 1 | 26 | 8 | -9 | 4 | 12 | 0.5 | -4
48 | Cn1c(/C=C/c2ccc(Cl)cc2Cl)c([N+](=O)[O-])c(=O)n(C)c1=O | 8 | 100* | 17 | 31 | 23 | -13 | 26 | 38*

Copied from above, compounds 36–46
# | canonical_smiles | Jurkat NFkB inh | Mdm2-MdmX inh | tim23-1 inh | TIM10 inh | tim10-1 inh | 697 NFkB inh | CHOP UPR activ | UPR XBP1 act
36 | Cc1ccc(CNC(=O)c2cn(C)c(=O)c3c2c2ccccc2n3C)o1 | 3 | 31 | 11 | 32 | 11 | 8 | -3.2 | -1
37 | CCOc1ccc(NC(=O)CN(C)C(=O)c2cccc(S(=O)(=O)N3CCCC3)c2)cc1OCC | 8 | -3 | 11 | -1 | 3 | 10 | 0.8 | -3
38 | CC(C(=O)Nc1ccc2c(c1)OCCO2)N1CCN(C(=O)c2ccco2)CC1 (centres undefined) | 1 | 5 | 3 | 2 | -5 | 10 | -2.5 | -4
39 | Cc1cccc(C2N(c3nccs3)C(=O)C3CCCN32)c1 (centres undefined) | -6 | -7 | -7 | 7 | 11 | -1 | -1.9 | 2
40 | C[N+]12CCCCC1[C@@H](CO)CCC2 (some centres undefined) | 1 | 18 | -8 | -2 | 4 | 16 | 1.4 | -2
41 | CCc1cc2cc(C(=O)Nc3ccccc3F)sc2s1 | -218 | -153 | 8 | 1 | 2 | 2 | 1.8 | 6
42 | CC(=O)[C@@H]1[C@@H]2C(=O)N(c3ccc(F)c(Cl)c3)C(=O)[C@@H]2C2c3ccccc3C=CN21 (some centres undefined) | 2 | 15 | 21 | 10 | 30 | -4 | 1.1 | -3
43 | Cn1c2c(c(=O)n(C)c1=O)[C@@H]1c3c(ccc4ccccc34)OC[C@@H]1CO2 | -10 | -18 | 17 | 1 | 18 | -8 | -2.7 | 3
44 | NC(=O)c1ccc(NC(=O)COc2cccc3c2CCNC3=O)cc1 | -12 | -56 | 2 | 5 | 20 | -15 | 1.6 | -1
45 | O=C(O)c1ccc(N/N=C/c2ccc3c(c2)OCO3)cc1 | 75* | 25 | 30 | 9 | 25 | 29 | -9.2 | -10
46 | CCc1ccc(C(=O)COC(=O)C(Cc2ccccc2)NC(=O)C2CCC(C)CC2)cc1 (centres undefined) | 4 | -35 | 8 | 4 | 0 | 1 | 2.5 | -2

Next entries follow:
# | canonical_smiles | Jurkat NFkB inh | Mdm2-MdmX inh | tim23-1 inh | TIM10 inh | tim10-1 inh | 697 NFkB inh | CHOP UPR activ | UPR XBP1 act
49 | Cc1cc(NC(=O)c2ccc(F)cc2)ccc1NC(=O)c1ccco1 | 0 | 12 | 14 | -26 | -54 | 7 | 2.0 | 4
50 | COC(=O)c1ccc(CSc2nnc3c(Cl)cc(Cl)cn23)o1 | -2 | -8 | 12 | 11 | 11 | 13 | -0.4 | -1
51 | CN(C(=O)c1ccc2c(c1)S(=O)(=O)N=C1CCCCCN12)c1ccccc1 | 9 | 5 | -2 | 1 | 1 | 3 | -0.1 | 0
52 | COc1cc(OC)cc(C(C(=O)NC2CCCCC2)N(C(=O)c2ccno2)c2ccccc2)c1 (centres undefined) | 3 | -26 | 8 | 7 | 17 | -39 | -1.8 | -3
53 | NS(=O)(=O)c1cccc(NC(=O)CSc2ncnc3ccccc23)c1 | -4 | -2 | -3 | 10 | 1 | -3 | -1.1 | -3
54 | CCOC(=O)C1/C(=N\O)CC(C)(O)C(C(=O)OCC)C1c1ccc(OC)c(OC)c1 (centres undefined) | 11 | 6 | 13 | -6 | -9 | 15 | -1.5 | -4
55 | COc1ccc(N2C(=O)CC(N(Cc3ccc(S(N)(=O)=O)cc3)C(C)=O)C2=O)cc1 (centres undefined) | 13 | 27 | -10 | -5 | -13 | 15 | -0.5 | -3
56 | CC(C)c1ccc(NC(=O)N2CCN(S(=O)(=O)c3ccccc3)CC2)cc1 | -34 | 16 | 22 | 5 | 41* | -2 | 0.5 | -2
57 | CCOC(=O)N1CCC(NC(=O)CSCc2nc(-c3ccc(OC)c(OC)c3)oc2C)CC1 | -7 | -3 | 5 | 6 | 19 | -8 | 0.2 | 2

Screening data deposited in PubChem BioAssay by Sanford-Burnham Center for Chemical Genomics.
